TEAD-YAP block: TEAD-YAP interaction inhibition. inhibition, % at 9.12 µM. HEK-TIYL cells, TEAD-Gal4/YAP UAS-luciferase luminescence. hit rate 1.4% among 640,000; in the data active = inhibition above about 32%;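 also: 0% = median of test compound wells and 100% = reference inhibitor wells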
MITF primary: blocks human microphthalmia-associated transcription factor; O75030; AID 1259374; inhibition, % at 2.6 µM; hit rate 0.91% among 650,000; AlphaScreen MITF homodimerization, bead proximity signal; in the data active = inhibition above about 50%;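 also: 0% = vehicle wells with protein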
FBW7 act: human FBW7 E3 ligase activation, primary screen | Q969H0 | AlphaScreen FBW7–phospho-cyclin E peptide binding, activator screen | normalized activity (activation), % at 26.1 µM | hit rate 0.13% among 650,000 | AID 1259310; in the data active = normalized activity above about 1.9%;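 also: purified mutant Fbw7 with reduced substrate affinity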
Target sequence (Q969H0 whole entry, looked up): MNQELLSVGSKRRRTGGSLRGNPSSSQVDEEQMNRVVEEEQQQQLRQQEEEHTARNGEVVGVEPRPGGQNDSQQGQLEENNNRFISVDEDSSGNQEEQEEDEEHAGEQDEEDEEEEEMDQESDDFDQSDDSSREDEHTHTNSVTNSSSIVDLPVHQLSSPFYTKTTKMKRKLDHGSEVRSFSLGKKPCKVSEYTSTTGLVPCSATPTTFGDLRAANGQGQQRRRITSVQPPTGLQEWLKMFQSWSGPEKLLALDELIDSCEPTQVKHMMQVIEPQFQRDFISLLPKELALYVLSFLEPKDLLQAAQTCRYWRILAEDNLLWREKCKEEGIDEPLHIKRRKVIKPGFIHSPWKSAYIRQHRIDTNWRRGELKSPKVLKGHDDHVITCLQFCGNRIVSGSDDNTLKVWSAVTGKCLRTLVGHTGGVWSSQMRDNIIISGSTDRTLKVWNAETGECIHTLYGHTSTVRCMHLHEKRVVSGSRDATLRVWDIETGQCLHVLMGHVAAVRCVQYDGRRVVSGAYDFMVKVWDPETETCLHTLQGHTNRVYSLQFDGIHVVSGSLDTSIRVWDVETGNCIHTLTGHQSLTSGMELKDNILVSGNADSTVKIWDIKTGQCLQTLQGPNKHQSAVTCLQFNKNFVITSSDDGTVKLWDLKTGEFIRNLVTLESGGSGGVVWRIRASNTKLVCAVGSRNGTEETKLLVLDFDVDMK
GPR151 ag: activates the human receptor GPR151 | hit rate 1% among 650,000 | Q8TDV0 | activation, % at 11.2 µM | PathHunter beta-arrestin GPR151 cells, luminescence | AID 1508602; in the data active = activation above about 4.9%;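 also: 0% = median of compound wells and 100% = cells with positive control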
An asterisk follows results filed as active. Hits appear at their usual frequency (roughly 3.5% active in at least one column).

structure	TEAD-YAP block	MITF primary	FBW7 act	GPR151 ag
O=C(O)c1n[nH]c2c1CCCCCC2	-11	-7	-0.1	0.9
O=C(NCCOCc1ccccc1Cl)c1cncc(Br)c1	1	5	0.0	1.1
Cc1nc2ccccc2n1C(=O)/C=C/c1ccc2c(c1)OCO2	-11	-2	-0.1	-0.8
O=C1C(=O)c2cc([N+](=O)[O-])ccc2-c2ccccc21	22	-3	-1.1	0.1
CCCN(CCC)S(=O)(=O)c1ccc(F)c(C(=O)Nc2ccccc2OCC)c1	0	12	-0.1	2.5
COc1ccc(S(=O)(=O)N(CCc2ccccc2)CC(=O)NCCCO)cc1	15	6	0.2	0.7
NC(=O)/C=C\C(=O)Nc1cccc(C(F)(F)F)c1	28	1	-0.1	1.0
COc1ccccc1NC(=O)COc1ccc(Cl)cc1	-15	8	0.1	0.0
NC(=O)c1cccc(-c2cnn3c(NCc4ccccn4)ccnc23)c1	19	0	-0.5	-0.3
COc1cc(C(=O)NCCC(=O)N2CCCC2)cc(OC)c1OC	9	-3	0.3	-1.0
Cc1ccc2[nH]c(C)c(CN3CCCCCC3)c(=O)c2c1	2	11	0.1	-0.7
CCN(CC)CCNC(=O)CCc1c(C)nc2c(-c3ccccc3)c(C)nn2c1C	-2	-17	-0.2	-0.2
COc1ccc(-c2cnn3c(C)cc(C)nc23)cc1OC	-4	5	0.0	-0.7
COc1ccc(NC(=O)CSc2nc3ccc(Nc4nc(N5CCOCC5)nc(N5CCOCC5)n4)cc3s2)cc1	14	16	0.0	1.0
O=C1c2ccccc2C(=O)N1c1ccc(S(=O)(=O)Nc2ccc(Br)cc2)cc1	1	9	0.1	3.7
CCOC(=O)/C(C#N)=C/Nc1ccc(Br)cc1	-18	-2	-0.1	2.0
O=C(NCc1cccnc1)c1ccc2c(=O)n(Cc3ccccc3)c(=S)[nH]c2c1	6	2	0.0	1.9
O=C(c1ccccc1[N+](=O)[O-])N1CCN(S(=O)(=O)c2cc(Cl)ccc2Cl)CC1	-3	4	0.1	-0.9
COc1ccc(C=O)cc1Cn1cccn1	7	6	-0.3	-0.2
Cc1ccc(S(=O)(=O)NCC(c2ccco2)S(=O)(=O)c2ccccc2)cc1 (stereo not drawn)	4	12	0.8	-0.7
CC(C)(C)c1ccc(C(=O)Nc2cccc(F)c2)cc1	42*	0	0.1	-5.8
O=C(Nc1ccc(S(=O)(=O)NCCc2ccccc2)cc1)c1ccc(Br)o1	15	11	0.0	1.3
COc1ccc(CNC(=O)CN(C)S(=O)(=O)c2ccc(OC)c(C)c2)cc1	-1	12	0.1	1.5
COCCNC(=O)c1cn(-c2ccc(C)c(C)c2)c(=O)c2ccccc12	-4	-8	-0.1	1.4
COc1ccc(Br)cc1/C=C1\C(=O)N(c2ccccc2)N=C1C	-1	-13	0.0	-0.5
CCOC(=O)c1c(-n2c(C)cc(/C=C3\NC(=O)NC3=O)c2C)sc2c1CCCC2	1	17	0.8	0.0
COc1ccc(CSCC(=O)N/N=C/c2ccc(OC)c(OC)c2)cc1	-14	6	0.0	0.2
COc1cccc(NC(=O)CN(C)c2nnc(N3CCCC3=O)s2)c1	-9	4	0.0	-0.7
Cc1ccc2nc(NS(=O)(=O)c3ccc(Cl)cc3)c(Nc3ccc(Cl)cc3)nc2c1	-4	3	0.1	-0.7
Cc1cc(C)c(S(=O)(=O)N(C)CC(=O)NCc2cccnc2)c(C)c1	6	3	0.3	-0.1
Cc1ccc(C(=O)Nc2n[nH]c(C(F)(F)F)n2)cc1S(=O)(=O)N1CCOCC1	8	3	0.1	-0.6
COc1ccc(OC)c(C2C(C(=O)Nc3cc(C)ccn3)=C(C)NC3=C2C(=O)CC(C)(C)C3)c1 (stereo not drawn)	-1	-2	-0.1	1.5
NS(=O)(=O)c1ccc(NC(=S)NC(=O)CC23CC4CC(CC(C4)C2)C3)cc1	3	23	0.5	-2.1
Oc1ccc(-c2nc(-c3ccc(Br)cc3)no2)cc1	50*	2	0.0	-7.9
CCOc1ccccc1CN1CCNC(=O)C1CC(=O)NCc1csc(C)n1 (stereo not drawn)	-8	0	-0.1	2.7
COc1cccc(Cn2c(Oc3cccc(OC)c3)nc3c2c(=O)n(C)c(=O)n3C)c1	-22	16	0.6	0.1
COc1ccc(OC)c(S(=O)(=O)N2CCCCCC2)c1	-6	16	-0.3	-0.2
CCOCCCNC(=O)CSc1nc2nc(C)c(Cc3ccc(C)cc3)c(C)n2n1	6	18	0.1	-0.3
COc1cccc(NC(=O)c2sc3nc4c(c(-c5ccc(C)cc5)c3c2N)CCC4)c1	3	-3	-0.1	-0.3
COCCCNC(=O)NC1(C(F)(F)F)Oc2ccccc2O1	-10	2	0.2	-0.4

Limited to TEAD-YAP block, for some of the entries so far:
smiles | TEAD-YAP block
COc1ccc(Br)cc1/C=C1\C(=O)N(c2ccccc2)N=C1C | -1
Cc1ccc2nc(NS(=O)(=O)c3ccc(Cl)cc3)c(Nc3ccc(Cl)cc3)nc2c1 | -4

A second format for some results above:
CC(C)(C)c1ccc(C(=O)Nc2cccc(F)c2)cc1
- TEAD-YAP block: 42*
- MITF primary: 0
- FBW7 act: 0.1
- GPR151 ag: -5.8
O=C(Nc1ccc(S(=O)(=O)NCCc2ccccc2)cc1)c1ccc(Br)o1
- TEAD-YAP block: 15
- MITF primary: 11
- FBW7 act: 0.0
- GPR151 ag: 1.3
COc1ccc(CNC(=O)CN(C)S(=O)(=O)c2ccc(OC)c(C)c2)cc1
- TEAD-YAP block: -1
- MITF primary: 12
- FBW7 act: 0.1
- GPR151 ag: 1.5
COCCNC(=O)c1cn(-c2ccc(C)c(C)c2)c(=O)c2ccccc12
- TEAD-YAP block: -4
- MITF primary: -8
- FBW7 act: -0.1
- GPR151 ag: 1.4

Continuation:
structure	TEAD-YAP block	MITF primary	FBW7 act	GPR151 ag
CCOc1ccc(NC(=O)CCNS(=O)(=O)c2cccc3nsnc23)cc1	5	-5	-0.1	-0.9
Cc1ccc(S(=O)(=O)N2CCCC2C(=O)NC2=NCCS2)cc1 (stereo not drawn)	-10	4	-0.2	-0.3
Fc1ccc(Cn2nnnc2C(c2ccc3ncccc3c2)N2CCCC2)cc1 (stereo not drawn)	-7	-6	0.0	0.7
O=C1C2C3C=CC(C4CC34)C2C(=O)N1c1ccc(Cl)c(Cl)c1 (stereo not drawn)	9	4	0.0	0.8
O=C(NC1CCCCC1)c1ccc(I)cc1	-14	9	-0.2	-0.1
CC(C)OC(=O)c1ccc(-c2ccc(CO)o2)cc1	-50	23	0.3	0.6
CCOC(=O)c1c(C)c(C(=O)Nc2ccc(C)cc2)c(C)n1C	-2	26	0.0	-0.3
CC1=C(C(=O)Nc2nc3ccc(Br)cc3s2)C(c2ccc3c(c2)OCO3)C2=C(CC(C)(C)CC2=O)N1 (stereo not drawn)	-8	-6	0.0	0.1
COC(=O)[C@@H]1C[C@@H](NC(=O)c2ccccc2OC)CN1Cc1ccc(F)cc1F	-14	-1	0.0	-1.3
CCC(=O)N1CCc2cc(S(=O)(=O)NC(C(=O)NCc3cccnc3)C(C)C)ccc21 (stereo not drawn)	0	-11	0.2	0.2
O=C(NCc1ccc(F)cc1)c1c(O)c2cccc3c2n(c1=O)CC3	3	-1	0.0	0.6
CC(C)Cn1c(SCC(=O)NC(=O)NC(C)(C)C)nc2ccccc21	1	3	-0.1	0.6
O=C(N/N=C/c1ccc(Cl)cc1Cl)c1ccccc1O	-43	8	-0.1	-1.2
COCCN1C=C(C(=O)OC)C(c2ccc(OCc3ccccc3)cc2)C(C(=O)OC)=C1	3	-2	0.1	1.7
O=C(CC12CC3CC(CC(Br)(C3)C1)C2)N1CCN(c2ncccn2)CC1	4	2	0.2	-0.2
O=C(Nc1nc2c(ccc3ccccc32)s1)c1ccco1	-49	-1	0.1	-0.2
Cc1cc(Cl)ccc1OCC(=O)NNC(=O)COc1ccccc1C#N	2	1	0.0	-1.1
O=C(NCc1ccc(F)cc1)N1CCC2(CC1)OCc1cc(F)ccc1O2	15	9	0.1	0.5
COc1ccc(-c2nnc(C3CCN(S(=O)(=O)c4cccs4)CC3)o2)cc1	0	8	0.1	3.7
O=C(CSc1nnc2c(n1)[nH]c1ccc(Br)cc12)NCc1ccco1	5	30	0.4	-0.7

Profiles as entered above. Screens in order: TEAD-YAP block	MITF primary	FBW7 act	GPR151 ag
COCCCNC(=O)NC1(C(F)(F)F)Oc2ccccc2O1 across the screens: -10	2	0.2	-0.4
COc1ccc(NC(=O)CSc2nc3ccc(Nc4nc(N5CCOCC5)nc(N5CCOCC5)n4)cc3s2)cc1 across the screens: 14	16	0.0	1.0

Next part
structure	TEAD-YAP block	MITF primary	FBW7 act	GPR151 ag
COc1cc(OC)cc(C2=N/C(=C\c3ccc(OC)c(OC)c3)C(=O)O2)c1	4	2	-0.2	-0.1
COC(=O)C1C(=O)C=C(Nc2ccc(F)cc2F)CC1c1ccccc1 (stereo not drawn)	-19	12	0.1	-0.5
COC(=O)c1c(OCc2cccnc2)cc(=O)n2c1CCN(Cc1ccc(OC)cc1)CC2	3	23	0.2	0.0
Oc1ccc(Br)cc1C(=S)N1CCNCC1	-7	13	1.0	0.5
Cc1cc(NC2CC2)nc(N2CCC(N3CCOCC3)CC2)n1	0	-4	0.1	-0.6
CC1(C)OC2(C)C(O)CC1CC2O (stereo not drawn)	-1	2	-0.1	2.1
CSCCC(NC(=O)c1ccccc1C)C(=O)OCC(N)=O (stereo not drawn)	5	9	0.5	0.4
O=Cc1ccc(-c2nccnc2NS(=O)(=O)c2ccc(Oc3ccccc3)cc2)cc1	-3	14	-0.2	-0.7
COc1cccc(CNC(=O)CCC2CCCN(S(=O)(=O)N(C)C)C2)c1 (stereo not drawn)	5	-1	-0.1	0.3
CS(=O)(=O)c1ccc(N2CCc3ccccc3C2)c(F)c1	-30	1	0.1	-0.6
O=C(CCCOc1ccccc1)Nc1ccc(S(=O)(=O)N2CCCCCC2)cc1	9	-21	-0.1	0.2
CCc1n[nH]c(=S)n1/N=C(\C)c1ccc(OC)cc1	-12	7	-0.1	-0.4
CCCC1=NN(c2nc3ccccc3s2)C(=O)/C1=C/c1ccc(N(C)C)cc1	1	13	0.0	-0.4
CCOC(=O)c1c(C)oc2ccc(N(C(C)=O)S(=O)(=O)c3ccc4ccccc4c3)cc12	4	9	0.9	0.0

As entered above:
Value for Cc1cc(NC2CC2)nc(N2CCC(N3CCOCC3)CC2)n1 under FBW7 act: 0.1
Value for COC(=O)c1c(OCc2cccnc2)cc(=O)n2c1CCN(Cc1ccc(OC)cc1)CC2 under FBW7 act: 0.2
Value for Oc1ccc(Br)cc1C(=S)N1CCNCC1 under MITF primary: 13
Value for CC1(C)OC2(C)C(O)CC1CC2O (stereo not drawn) under FBW7 act: -0.1
Value for CCCC1=NN(c2nc3ccccc3s2)C(=O)/C1=C/c1ccc(N(C)C)cc1 under FBW7 act: 0.0
Value for CCc1n[nH]c(=S)n1/N=C(\C)c1ccc(OC)cc1 under GPR151 ag: -0.4
Value for CCOC(=O)c1c(C)oc2ccc(N(C(C)=O)S(=O)(=O)c3ccc4ccccc4c3)cc12 under FBW7 act: 0.9

Screening results (PubChem BioAssay)
